HEK293 tox: cytotoxic in the GLP-1 receptor inverse agonist counter-screen | HEK293 cAMP-luciferase reporter cells, luminescence, 24 h | Potency, µM (titrated, usually from 38.3 µM), inactives show at the top dose activity change, negative = inhibition, actives largely listed as inhibitors | 0.13% of 410,000 active;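 further: loss of luciferase light is scored as toxicity; on the % scale 0 is the no-effect control and ±100 the full control effect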
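Compound-treated cells are incubated 24 hr at 37 deg C under 5% CO2 after a 12 hour attachment period, then luciferase detection reagent is added and luminescence is measured following 12 min at room temperature; lowered signal indicates toxicity.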
HT1080 IDH1KD tx: HT-1080 IDH1 knockdown cell toxicity (counter line); HT-1080 IDH1 knockdown viability, ATP luminescence, 48 h; Potency, µM (highest dose often 46.1 µM), for inactives: at the top dose activity, negative = toxicity, hits mostly cytotoxic; 2% of 360,000 active;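 further: 0% = DMSO wells and -100% = cell-free medium wells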
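Viability of IDH1-knockdown HT-1080 fibrosarcoma cells was assessed by CellTiter-Glo after 48 h at 37 °C with titrated compound; concentration-effect curves were classified by fit quality and response size.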
GLP-1R inv ag: acts as inverse agonist at human GLP-1 receptor. AID 624417. Potency, µM (top dose mostly 38.3 µM), without a hit: at the highest dose activity change, negative = inhibition, actives largely listed as inhibitors. 1.6% of 410,000 active. P43220. HEK293 GLP-1R CRE-luciferase, luminescence, 24 h; GLP-1R form is constitutively active; further: on the % scale 0 is the no-effect control and ±100 the full control effect; nearly all actives have a fitted effect of over 55% in size
Target sequence (P43220 whole entry, looked up): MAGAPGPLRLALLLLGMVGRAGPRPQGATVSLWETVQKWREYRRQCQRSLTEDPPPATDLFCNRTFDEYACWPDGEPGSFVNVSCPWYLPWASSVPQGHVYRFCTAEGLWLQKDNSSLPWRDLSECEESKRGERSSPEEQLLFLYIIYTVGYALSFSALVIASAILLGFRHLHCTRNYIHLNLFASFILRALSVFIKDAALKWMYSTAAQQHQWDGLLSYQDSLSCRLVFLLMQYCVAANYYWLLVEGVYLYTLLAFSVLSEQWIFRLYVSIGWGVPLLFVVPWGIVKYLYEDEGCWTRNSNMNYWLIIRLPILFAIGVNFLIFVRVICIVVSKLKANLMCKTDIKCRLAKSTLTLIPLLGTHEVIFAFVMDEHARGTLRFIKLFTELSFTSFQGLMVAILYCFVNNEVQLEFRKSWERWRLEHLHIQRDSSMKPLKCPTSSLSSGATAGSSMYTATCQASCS
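GLP-1R inverse agonism mode: basal reporter luminescence in engineered HEK293 cells measured after one day of compound exposure at 37 deg C, with a 12 min room-temperature detection step.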
TDP43 rescue: inhibitors of TDP-43 toxicity in yeast. AID 652104. TDP-43 expressing yeast growth rescue, BacTiter-Glo, 24 h. Potency, µM (highest dose often 46.1 µM), for the others: top-dose growth rescue (activation), actives largely listed as activators. 1.8% of 410,000 active; further: % of control where 0% means no effect; nearly all actives have a fitted effect of over 50% in size
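In this qHTS, compounds that restore growth of yeast expressing TDP-43 appear as activators. Cells (OD600=0.02, galactose medium, raffinose-pregrown) are incubated with compound 24 hr at 30 deg C and growth is quantified by BacTiter-Glo.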
GLP1R ag: activates the human GLP-1 receptor; Potency, µM (doses to about 45.6 µM), for inactives: at the highest dose activation, most hits filed as activators; 0.007% of 380,000 active; HEK293 GLP-1R CRE-luciferase, luminescence, 4-6 h; cells express a hypersensitive GLP-1R form; P43220; AID 624172; further: % of control where 0% means no effect
KB-3-1 tox: KB-3-1 parental cell cytotoxicity; Potency, µM (titrated, usually from 46.1 µM), inactives show at the highest dose activity change, negative = cytotoxic, most hits filed as cytotoxic; KB-3-1 viability, CellTiter-Glo ATP luminescence, 72 h; 1.4% of 400,000 active; AID 1347075; further: on the % scale 0 is the no-effect control and ±100 the full control effect; nearly all actives have a fitted effect of over 60% in size
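KB-3-1 cells, DMEM (no phenol red) + 10% FBS; compound by pin transfer, 72 h, 37 °C. Readout: CellTiter-Glo luminescence after 10 min. Data normalized, curve-fitted.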
HT1080NT lethal: kills 2HG-producing HT-1080-NT fibrosarcoma cells; Potency, µM (top dose mostly 46.1 µM), without a hit: top-dose activity, negative = less viability, most hits filed as cytotoxic; AID 686970; HT-1080-NT fibrosarcoma viability, CellTiter-Glo ATP luminescence, 48 h; 1.6% of 360,000 active;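 further: NT is the 2HG producing partner of a matched IDH1 knockdown line; 0% = DMSO-treated cells and -100% = media-only wells without cells; nearly all actives have a fitted effect of over 55% in size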
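Viability by CellTiter-Glo luminescence after 48 h compound exposure at 37C of HT-1080-NT cells (750/well, RPMI, 5% FBS). % activity scaled between DMSO wells and medium-only wells, then curve-fitted and categorized by curve class.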
SW480 rerep: induces DNA re-replication in SW480 colon adenocarcinoma cells; SW480 DNA re-replication, Hoechst DNA content imaging, 48 h; Potency, µM (series often up to 46.1 µM), inactives show top-dose re-replication activation, usual class: activators; 1.8% of 340,000 active; AID 624297; further: % of control where 0% means no effect; nearly all actives have a fitted effect of over 55% in size
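Per well, 250 cells were exposed to pinned compound for 48 hr. Nuclear DNA was visualised with Hoechst (40 min, 37 C) and total object intensity recorded by fluorescence scanning.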
KB-V1 MDR tox: KB-V1 MDR subline cytotoxicity. AID 1347076. 3.4% of 400,000 active. KB-V1 MDR cells viability, CellTiter-Glo, 72 h. Potency, µM (titrated, usually from 46.1 µM), without a hit: at the highest dose activity change, negative = cytotoxicity, hits mostly cytotoxic; further: on the % scale 0 is the no-effect control and ±100 the full control effect; nearly all actives have a fitted effect of over 60% in size
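Following 72 h at 37 degrees C with compound, KB-V1 cell viability was read by CellTiter-Glo luminescence, medium being phenol-red-free DMEM plus 10% FBS; concentration-response parameters came from normalized, curve-fitted qHTS data.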
* hit, by the source's call; [ ] = dose if it differs, or a comment. The call rests on the fitted dose curve; in most records, active means well fitted curve in the direction sought with a large enough effect; inconclusive means small, poorly fitted or top-dose-only effect, or another doubt; inactive means no such curve, though single readings can be large; an effect the other way counts as inactive or inconclusive. Potency means the concentration at half of the fitted maximal effect. Compounds as they come; about 9.4% have a hit in one of these screens.

Screening CCOC(=O)/C(N=O)=C(\O)C1CCN(C(=O)OCC)CC1 returned HEK293 tox -7.0%, HT1080 IDH1KD tx 15.8%, GLP-1R inv ag 20.0%, TDP43 rescue 6.9%, GLP1R ag -6.2%, KB-3-1 tox -2.5%, HT1080NT lethal 27.9%, SW480 rerep -3.1% and KB-V1 MDR tox 0.8%.
Cc1nc(SCC(=O)c2ccc(Cl)cc2)c([N+](=O)[O-])[nH]1 was read as HEK293 tox -23.2%, HT1080 IDH1KD tx 1.9%, GLP-1R inv ag -2.2%, TDP43 rescue 12.0%, GLP1R ag 0.6%, KB-3-1 tox 6.9%, HT1080NT lethal 2.2%, SW480 rerep -16.7% and KB-V1 MDR tox 5.1%.
Screening CC(C)CC1Nc2ccc(C(=O)NCCCN3CCCCC3C)cc2NC1=O (stereo not drawn) returned HEK293 tox -1.0%, HT1080 IDH1KD tx 3.4%, GLP-1R inv ag 5.6%, TDP43 rescue 9.0%, GLP1R ag -4.0%, KB-3-1 tox 18.6%, HT1080NT lethal -0.9%, SW480 rerep inconclusive and KB-V1 MDR tox inconclusive.
`Fc1ccc2nc(N3CCOCC3)sc2c1` gave HEK293 tox -5.6%, HT1080 IDH1KD tx 27.4%, GLP-1R inv ag 26.1%, TDP43 rescue 22.9%, GLP1R ag 11.9%, KB-3-1 tox 2.9%, HT1080NT lethal 20.8%, SW480 rerep -7.2% and KB-V1 MDR tox 4.7%.
Screening O=c1ccc2cc(S(=O)(=O)N3CCN(c4ccccc4)CC3)ccc2[nH]1 returned HEK293 tox 0.8%, HT1080 IDH1KD tx 1.3%, GLP-1R inv ag -3.8%, TDP43 rescue 19.0%, GLP1R ag 3.3%, KB-3-1 tox 0.0%, HT1080NT lethal 3.8%, SW480 rerep -10.8% and KB-V1 MDR tox 10.0%.
`CCCn1c(CCC(=O)O)nc2cc(S(N)(=O)=O)ccc21` gave HEK293 tox 6.7%, HT1080 IDH1KD tx -0.4%, GLP-1R inv ag 1.0%, TDP43 rescue 3.0%, GLP1R ag -0.9%, KB-3-1 tox 8.3%, HT1080NT lethal 4.8%, SW480 rerep -23.0% and KB-V1 MDR tox -0.1%.
Screening CCOc1nc(-c2ccc(OC)cc2)ccc1-c1noc(-c2cc(OC)c(OC)c(OC)c2)n1 returned HEK293 tox 75.5%[activator], HT1080 IDH1KD tx -5.4%, GLP-1R inv ag 9.7%, TDP43 rescue 0.9%, GLP1R ag 2.1%, KB-3-1 tox -19.8%, HT1080NT lethal -0.6%, SW480 rerep 12.8% and KB-V1 MDR tox inconclusive.
For CC1(C)Cc2cccc(OCC(=O)N3CCN(c4ccccc4)CC3)c2O1 the results were HEK293 tox 12.4%, HT1080 IDH1KD tx 24.2%, GLP-1R inv ag -4.2%, TDP43 rescue -13.6%, GLP1R ag 0.6%, KB-3-1 tox 10.4%, HT1080NT lethal 19.0%, SW480 rerep -6.1% and KB-V1 MDR tox 18.1%.
`CCOC(=O)CCCCCC(=O)Nc1ccc2c(c1)C(=O)N([C@H](C)CO)C[C@@H](C)[C@H](CN(C)Cc1ccc3c(c1)OCO3)O2` gave HEK293 tox -5.6%, HT1080 IDH1KD tx 14.3%, GLP-1R inv ag -6.3%, TDP43 rescue 3.7%, GLP1R ag -10.2%, KB-3-1 tox -11.6%, HT1080NT lethal -0.8%, SW480 rerep 8.3%[9.22 µM] and KB-V1 MDR tox inconclusive.
For CCOC(=O)CCc1c(C)c(C#N)c2nc3ccccc3n2c1-n1cnc2ccccc21 the results were HEK293 tox 64.0%[activator], HT1080 IDH1KD tx 0.2%, GLP-1R inv ag 1.6%, TDP43 rescue 14.5%, GLP1R ag -2.7%, KB-3-1 tox 0.8%, HT1080NT lethal -3.1%, SW480 rerep inconclusive and KB-V1 MDR tox inconclusive.
`COC(=O)c1nn(-c2ccc(OC)cc2)ccc1=O` gave HEK293 tox -2.7%, HT1080 IDH1KD tx 1.4%, GLP-1R inv ag 3.1%, TDP43 rescue 8.5%, GLP1R ag 9.8%, KB-3-1 tox -3.5%, HT1080NT lethal 2.3%, SW480 rerep 0.6% and KB-V1 MDR tox 1.1%.
For NS(=O)(=O)c1ccc(O)c(NC(=O)c2ccc([N+](=O)[O-])cc2)c1 the results were HEK293 tox -16.7%, HT1080 IDH1KD tx -6.0%, GLP-1R inv ag 4.5%, GLP1R ag -2.0%, KB-3-1 tox 0.4%, HT1080NT lethal -11.1%, SW480 rerep inconclusive and KB-V1 MDR tox 23.4%.
Screening Cc1cc(C)nc(NN2C(=O)/C(=C/c3ccc(O)cc3)SC2=S)n1 returned HEK293 tox -10.1%, HT1080 IDH1KD tx 1.4%, GLP-1R inv ag -18.0%, TDP43 rescue -10.4%, GLP1R ag -9.0%, KB-3-1 tox 16.7%, HT1080NT lethal -0.2%, SW480 rerep -0.2% and KB-V1 MDR tox 2.7%.
`Cc1cccc(NC(=S)N(c2ccccc2)C(C)C)c1C` gave HEK293 tox -6.4%, HT1080 IDH1KD tx 6.3%, GLP-1R inv ag 10.4%, TDP43 rescue 12.4%, GLP1R ag 0.6%, KB-3-1 tox 14.4%, HT1080NT lethal 8.2%, SW480 rerep -2.8% and KB-V1 MDR tox -5.4%.
Screening Cc1ccc(N2C(=O)CS(=O)(=O)C23C(=O)Nc2ccccc23)cc1C (stereo not drawn) returned HEK293 tox -12.2%, GLP-1R inv ag -12.7%, TDP43 rescue 10.3%, GLP1R ag -1.9%, KB-3-1 tox 10.6% and KB-V1 MDR tox 0.0%.
O=[N+]([O-])c1cccnc1SCc1ccccc1 was read as HEK293 tox 4.9%, HT1080 IDH1KD tx -4.0%, GLP-1R inv ag -20.0%, TDP43 rescue inconclusive, GLP1R ag -5.2%, KB-3-1 tox -5.0%, HT1080NT lethal -3.0%, SW480 rerep 54.3% and KB-V1 MDR tox 0.0%.
`CC1(C)CC(=O)C=C(NCCN2CCN(C(=S)Nc3ccccc3)CC2)C1` gave HEK293 tox -1.4%, HT1080 IDH1KD tx -2.2%, GLP-1R inv ag 6.5%, TDP43 rescue 15.3%, GLP1R ag 2.0%, KB-3-1 tox 1.5%, HT1080NT lethal 3.0%, SW480 rerep -19.4% and KB-V1 MDR tox 15.4%.
`C[C@H](O)[C@@]1(O)CC[C@H]2[C@@H]3CC[C@@H]4C[C@H](O)CC[C@]4(C)[C@H]3CC[C@@]21C` gave HEK293 tox 0.6%, HT1080 IDH1KD tx 4.5%, GLP-1R inv ag -15.3%, TDP43 rescue -0.1%, GLP1R ag 3.7%, KB-3-1 tox 0.0%, HT1080NT lethal 6.5%, SW480 rerep -49.7%[inhibitor] and KB-V1 MDR tox 0.0%.
CN1CCN(S(=O)(=O)c2cccc(C(=O)Nc3cc(C(F)(F)F)ccc3N3CCCCC3)c2)CC1 was read as HEK293 tox -11.5%, HT1080 IDH1KD tx 0.0%, GLP-1R inv ag -15.8%, TDP43 rescue 3.9%, GLP1R ag 3.3%, KB-3-1 tox inconclusive, HT1080NT lethal -6.5%, SW480 rerep -8.6% and KB-V1 MDR tox inconclusive.
`COc1cc(NC(=O)Cn2ncc(Cl)c(Cl)c2=O)c(C)cc1[N+](=O)[O-]` gave HEK293 tox -0.2%[0.307 µM], HT1080 IDH1KD tx 2.59µM*, GLP-1R inv ag 0.8%[0.307 µM], TDP43 rescue -4.5%, GLP1R ag -26.9%, KB-3-1 tox -17.2%, HT1080NT lethal 7.31µM*, SW480 rerep inconclusive and KB-V1 MDR tox -23.6%.
For Cc1ccc(Nc2nc3c(c(=O)[nH]2)CCCC3)cc1 the results were HEK293 tox 4.4%, HT1080 IDH1KD tx -0.2%, GLP-1R inv ag 0.5%, TDP43 rescue -8.9%, GLP1R ag -1.2%, KB-3-1 tox -0.6%, HT1080NT lethal 2.3%, SW480 rerep 11.5% and KB-V1 MDR tox -4.5%.
For Cc1cc(N2C(=O)C(O)=C(C(=O)c3ccco3)C2c2cccc(Oc3ccccc3)c2)no1 (stereo not drawn) the results were HEK293 tox -4.7%, HT1080 IDH1KD tx -3.8%, GLP-1R inv ag 4.5%, TDP43 rescue 0.0%, GLP1R ag 2.9%, KB-3-1 tox 16.2%, HT1080NT lethal -8.1%, SW480 rerep -0.3% and KB-V1 MDR tox 0.0%.
For COc1ccccc1CNc1ncnc2onc(-c3ccc(Cl)cc3)c12 the results were HEK293 tox -2.6%, GLP-1R inv ag 16.9%, TDP43 rescue 10.1%, GLP1R ag 0.5%, KB-3-1 tox 2.7% and KB-V1 MDR tox 9.0%.
`COc1ccc(S(=O)(=O)NC(=O)C2(C)CCN2C(=O)Cc2ccc(-c3ccccc3)cc2)cc1` (stereo not drawn) gave HEK293 tox 2.1%, HT1080 IDH1KD tx 0.0%, GLP-1R inv ag 5.3%, TDP43 rescue inconclusive, GLP1R ag -0.4%, KB-3-1 tox 0.0%, HT1080NT lethal -1.1% and KB-V1 MDR tox 4.9%.
For Cc1cc(C)cc(N2C(=O)CC(n3nc(C)cc3C)C2=O)c1 (stereo not drawn) the results were HEK293 tox -7.0%, HT1080 IDH1KD tx 11.3%, GLP-1R inv ag -2.4%, TDP43 rescue 7.9%, GLP1R ag 0.8%, KB-3-1 tox 8.1%, HT1080NT lethal 12.2%, SW480 rerep -4.3% and KB-V1 MDR tox 11.4%.
NNC(=O)C1CC1c1ccc(Cl)cc1 (stereo not drawn) was read as HEK293 tox 4.3%, HT1080 IDH1KD tx 14.0%, GLP-1R inv ag 12.5%, TDP43 rescue 23.6%, GLP1R ag -2.1%, KB-3-1 tox -17.7%, HT1080NT lethal 15.8%, SW480 rerep 0.3% and KB-V1 MDR tox 0.8%.

Screening data as filed in PubChem BioAssay.
